High-throughput results from PubChem.
PMI act satM6P: human PMI activators, high substrate, primary screen, biochemical, fluorescence intensity, near-saturating mannose 6-phosphate | Mannose-6-phosphate isomerase (Homo sapiens), P34949 | coupled PMI enzyme assay, resazurin fluorescence, 20 min; stronger effect = higher value; 1 = untreated enzyme, 0 = substrate-free blank | activation factor at 20 µM | hit rate 0.34% among 190,000;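 active means activation factor of 2 or more at 20 µM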
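Test system: human phosphomannose isomerase with PGI, G6PDH, diaphorase coupling enzymes / Doses: 20 µM compound, 1% DMSO / Times: enzyme reaction with compound 20 min at room temperature / Measured by: Diaphorase-driven resazurin-to-resorufin fluorescence, excitation 544, emission 590 nm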
S1P3 antag: S1P3 receptor antagonists, primary screen, cell-based; hit rate 0.27% among 170,000; AID 485, 2006; Sphingosine 1-phosphate receptor 3 (Homo sapiens), Q99500; inhibition, % at 4.98 µM; CHO S1P3 NFAT-BLA reporter, FRET fluorescence, antagonist mode;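 active means inhibition above the plate cutoff, the mean inhibition of test wells on that plate plus 3 SD, cut at about 28% in these data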;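 further: cells challenged with S1P at its EC80 of 0.8 µM; blue over green emission ratio from cleaved BLA substrate after 4 h stimulation; 0% = S1P-stimulated wells and 100% = unstimulated DMSO-only wells; some compounds past the cut are filed as inactive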
PPARg SRC1 recr: PPARgamma agonists recruiting SRC-1 coactivator, primary screen, biochemical. Peroxisome proliferator-activated receptor gamma (Homo sapiens), P37231. PPARgamma-SRC-1 coactivator recruitment biochemical assay. activation, % at 8 µM. hit rate 0.41% among 200,000. AID 631, 2007; in the data active means activation above about 19%;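 further: 0% = DMSO and 100% = reference agonist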
Target sequence (P37231 whole entry, looked up): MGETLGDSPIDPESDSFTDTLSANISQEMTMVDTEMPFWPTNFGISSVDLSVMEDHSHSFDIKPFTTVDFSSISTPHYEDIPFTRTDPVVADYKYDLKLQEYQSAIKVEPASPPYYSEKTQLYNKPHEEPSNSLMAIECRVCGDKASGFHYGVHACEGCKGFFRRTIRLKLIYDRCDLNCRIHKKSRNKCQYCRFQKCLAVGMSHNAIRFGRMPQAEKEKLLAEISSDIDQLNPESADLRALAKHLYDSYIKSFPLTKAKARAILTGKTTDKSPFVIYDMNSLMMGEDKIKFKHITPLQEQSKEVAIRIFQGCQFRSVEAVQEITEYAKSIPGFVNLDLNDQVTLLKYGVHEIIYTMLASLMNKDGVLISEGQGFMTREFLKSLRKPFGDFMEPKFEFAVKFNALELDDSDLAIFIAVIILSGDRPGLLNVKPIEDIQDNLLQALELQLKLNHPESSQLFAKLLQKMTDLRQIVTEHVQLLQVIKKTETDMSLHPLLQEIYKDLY
PPARg SRC3 recr: PPARgamma agonists recruiting SRC-3 coactivator, primary screen, biochemical; biochemical PPARgamma/SRC-3 coactivator recruitment assay; activation, % at 8 µM; hit rate 0.26% among 200,000; AID 731, 2007; in the data active means activation above about 23%;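 further: 0% = DMSO and 100% = reference agonist; some compounds past the cut are filed as inactive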
SRC2 TRFRET art: TR-FRET signal artefacts, primary screen, artefact control for PPARgamma SRC-2 agonist project, biochemical; hit rate 0.4% among 200,000; TR-FRET artefact counter-screen; stronger effect = higher value; TR-FRET ratio at 8 µM; in the data active means TR-FRET ratio above about 2000; further: inactives centre near 1500
G6PDH counter: L. mesenteroides G6PDH inhibitors, counter-screen for G6PDH-coupled screening assays, biochemical, Leuconostoc mesenteroides enzyme; glucose-6-phosphate dehydrogenase [Leuconostoc mesenteroides]; Purified L. mesenteroides G6PDH, diaphorase/resazurin coupled fluorescence, 45 min; inhibition, % at 5 µM; hit rate 0.12% among 200,000; in the data active means inhibition above about 50%
PPARg SRC-2 ag: agonists of PPARg-SRC-2 recruitment, primary screen, biochemical, HTS | Peroxisome proliferator-activated receptor gamma (Homo sapiens), P37231 | PPARgamma LBD-SRC-2 recruitment | activation, % at 8 µM | hit rate 0.34% among 200,000 | AID 1032, 2008; in the data active means activation above about 22%;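 further: 0% = vehicle and 100% = reference agonist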
PMI act: activators of human PMI, primary screen, biochemical, fluorescence intensity, near-Km mannose 6-phosphate; Mannose-6-phosphate isomerase (Homo sapiens), P34949; purified human PMI, coupled resazurin fluorescence, 20 min; stronger effect = higher value; 1 = vehicle control, 0 substrate-free wells; activation factor at 20 µM; hit rate 0.005% among 190,000;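 active means activation factor of 2 or more at 20 µM, relative to plate controls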
Diaph act CS: compounds boosting diaphorase resazurin reduction – biochemical, uHTS, resorufin fluorescence, counter-screen for diaphorase-coupled primary assays, primary screen; Diaphorase/resazurin coupled assay, 16 min; stronger effect = higher value; 1 = vehicle wells, 0 = NADH-free wells; activation factor at 20 µM; hit rate 0.005% among 190,000; AID 1229, 2008;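 active means diaphorase activity raised at least twofold by the compound at 20 µM; inactive means activation factor below 2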
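Material: Purified diaphorase enzyme from Clostridium kluyveri | Buffer or medium: 50 mM HEPES pH 7.4 with 4.542 mM MgCl2, 0.005% Tween 20 | Times: 16 min enzyme reaction, ambient temperature | Signal: Red resorufin fluorescence at 544/590 nm excitation/emission | Measure: Increased resorufin signal from activators or reducing compounds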
ROMK primary: ROMK potassium channel modulators, primary screen, cell-based, thallium flux, MLSMR library; ATP-sensitive inward rectifier potassium channel 1 (Homo sapiens), P48048; Tet-inducible ROMK, thallium flux fluorescence; actives lie on both sides; B-score at 10 µM; hit rate 2% among 130,000; AID 1918, 2009;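 active means signal ratio slope over the read window, or its plate-corrected B-score, at least 3 SD from the plate mean, either direction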;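 further: B-score of the F/F0 ratio slope over 7 to 12 s after thallium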
Target sequence (P48048 whole entry, looked up): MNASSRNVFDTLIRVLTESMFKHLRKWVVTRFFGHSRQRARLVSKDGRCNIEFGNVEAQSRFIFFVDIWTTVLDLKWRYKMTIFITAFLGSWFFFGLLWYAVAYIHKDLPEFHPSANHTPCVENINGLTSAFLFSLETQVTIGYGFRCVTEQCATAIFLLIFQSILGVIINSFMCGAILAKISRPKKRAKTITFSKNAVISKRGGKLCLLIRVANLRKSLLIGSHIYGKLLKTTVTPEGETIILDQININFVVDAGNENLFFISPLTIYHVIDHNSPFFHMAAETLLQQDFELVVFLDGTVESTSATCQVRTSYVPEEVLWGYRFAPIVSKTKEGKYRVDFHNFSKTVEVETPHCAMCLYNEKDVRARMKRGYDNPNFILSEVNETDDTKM
Diaphorase inh: diaphorase inhibitors and chemical oxidizers, primary screen, counter-screen for diaphorase-coupled primary assays, biochemical, uHTS, resorufin fluorescence | diaphorase resazurin-to-resorufin fluorescence, NADH, 16 min; bacterial (C. kluyveri) enzyme, not human | inhibition, % at 20 µM | hit rate 0.69% among 190,000;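 active means primary screen inhibition at 20 µM above a set limit, cut at about 50% in these data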;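 further: plate controls were DMSO with full reaction for no effect and wells lacking NADH for full effect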
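material = Clostridium kluyveri diaphorase enzyme | amount = 0.14 U/mL diaphorase, enzyme working solution | schedule = incubation 16 min, room temperature | detection = fluorescence of resorufin formed from resazurin, Ex 544/Em 590 nm | benchmarks = positive control minus NADH, DMSO neutral control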
Starred values were filed as active, the others as inactive; x = no result given.

The opening two entries (preview)
#	Compound	Diaph act CS	S1P3 antag	ROMK primary	PPARg SRC-2 ag	PPARg SRC1 recr	Diaphorase inh
1	CC(NC(=O)Cn1nc(C(=O)O)c2ccccc2c1=O)C12CC3CC(CC(C3)C1)C2 (stereo not given)	0.9	3	-1.4	9	4	10
2	Cc1nc(Nc2c(Cl)cccc2Cl)sc1C(=O)Nc1ccccc1	0.9	13	-1.1	-9	1	9

#	SRC2 TRFRET art	PPARg SRC3 recr	PMI act	PMI act satM6P	G6PDH counter
1	1832	0	1.1	1	10
2	1576	0	1.1	1.3	22

Main list (from the top)
#	Compound	Diaph act CS	S1P3 antag	ROMK primary	PPARg SRC-2 ag	PPARg SRC1 recr	Diaphorase inh
1	CC(NC(=O)Cn1nc(C(=O)O)c2ccccc2c1=O)C12CC3CC(CC(C3)C1)C2 (stereo not given)	0.9	3	-1.4	9	4	10
2	Cc1nc(Nc2c(Cl)cccc2Cl)sc1C(=O)Nc1ccccc1	0.9	13	-1.1	-9	1	9
3	COc1cc(-n2nnnc2SC)c(OC)cc1Cl	0.9	-11	-0.27	8	8	6
4	CCOC(=O)CSc1nc2cc(OCC)ccc2cc1C#N	0.9	-3	x	4	9	11
5	O=C(CNC(=O)c1ccc(-c2ccccc2)cc1)OCc1ccc(Br)cc1	1.1	-28	0.25	-1	7	-6
6	CC(C)Cn1cnc2c(=O)oc3ccccc3c21	0.9	x	-0.055	-1	-2	7
7	CC(C)N=C1SCC(C)(/C=N/O)S1 (stereo not given)	0.9	20	x	4	-5	7
8	Cc1sc2nc(CN3CCOCC3)nc(N3CCOCC3)c2c1C	0.7	x	x	-2	1	26
9	O=C(CSc1nnc(-c2ccc(S(=O)(=O)N3CCCC3)cc2)o1)NCc1ccccc1	1.1	x	0.25	2	2	-5
10	Cc1ccc(OCCSc2ncccn2)c(C)c1	1	-6	1.3	4	-5	3
11	Cc1cc(=O)[nH]c(SCC(=O)NCC2CCCCC2)c1C#N	1	0	1.3	1	-4	5
12	Cc1nc2cc(NC(=O)N3c4ccccc4CC3C)ccc2o1 (stereo not given)	0.8	-22	0.19	7	-3	16
13	Cc1ccc(S(=O)(=O)N2CCN(C(=O)C3=COCCO3)CC2)cc1C	0.8	x	-0.1	-7	1	23
14	Cn1c(Cc2ccccc2)nnc1SCc1cc(=O)n2ccsc2n1	1	-15	0.0024	7	5	4
15	COc1cc2c(cc1NC(=O)C(C)NCc1ccccc1)oc1ccccc12 (stereo not given)	0.9	-9	x	-3	-5	10

#	SRC2 TRFRET art	PPARg SRC3 recr	PMI act	PMI act satM6P	G6PDH counter
1	1832	0	1.1	1	10
2	1576	0	1.1	1.3	22
3	1409	4	1	1	22
4	1586	-2	0.9	0.9	4
5	1521	1	0.9	1	-13
6	1498	2	1.1	1.1	4
7	1509	-8	0.9	0.9	7
8	1504	-1	0.8	0.9	4
9	1643	12	1.1	1.2	4
10	1545	1	0.9	0.9	7
11	1342	-1	1.1	1	4
12	1593	-3	0.9	0.9	-5
13	1432	-14	1	1	-4
14	1574	0	1.1	1.1	14
15	1520	-2	0.8	0.9	-29

Other entries
#	Compound	Diaph act CS	S1P3 antag	ROMK primary	PPARg SRC-2 ag	PPARg SRC1 recr	Diaphorase inh
16	CC(C)(CO)CNC(=O)CCc1nnc(C2(c3ccc(Cl)cc3)CCC2)o1	0.9	-3	0.7	10	4	6
17	O=C(C1=C(O)C(=O)N(c2ccccc2)C1c1ccc([N+](=O)[O-])cc1)c1cccs1 (stereo not given)	0.9	-11	-0.95	8	6	11
18	CC1=NOC(=O)/C1=C\c1ccc(-c2ccc(Cl)c(C(=O)O)c2)o1	0.7	17	-0.34	8	3	29
19	COn1c(SC2CCCCC2)nc2ccccc2c1=O	0.8	x	-1.1	16	2	22
20	COc1cccc(NC(=O)COC(=O)c2cccnc2)c1	1	-22	x	7	0	-5
21	COC(=O)N[C@H](CC(C)=O)c1ccccc1	1	8	0.89	-3	1	-1
22	CC(=O)Nc1ccc2c(c1)nc1n2CCN(C2CCCCC2)C1	0.8	-10	-0.2	7	4	21
23	COc1cc2c(cc1O)CCN(C(=O)c1ccco1)C2C (stereo not given)	0.9	x	-0.53	0	3	10
24	COC(=O)CSc1[nH]c(=O)cc(C)c1C#N	0.8	x	x	0	-8	15
25	Cc1cccc(N2CCN(C(=O)Cn3sc4nc(C)cc(C)c4c3=O)CC2C)c1 (stereo not given)	0.8	-24	x	1	5	22
26	Cc1occc1C(=O)NC(C)C1CCCO1 (stereo not given)	1	-6	x	2	-2	4
27	O=C1c2ccccc2C(=O)C12OC2c1ccc(Cl)cc1Cl (stereo not given)	0.8	-4	x	3	-4	15
28	CCc1ccccc1NC(=S)N(CCN(C)C)C(C)c1ccco1 (stereo not given)	0.9	-4	x	12	13	8
29	CN(C)S(=O)(=O)NC(c1ccccc1)c1ccccc1	0.8	-4	x	3	0	17
30	CCOc1ccc2c(c1)n(CO)c(=S)n2CO	0.9	-8	x	-6	-8	6

#	SRC2 TRFRET art	PPARg SRC3 recr	PMI act	PMI act satM6P	G6PDH counter
16	1652	-3	1	0.9	5
17	1661	7	1.1	1	-3
18	1679	2	0.3	0.3	5
19	1698	1	1.2	1.2	-1
20	1709	3	0.9	1.1	9
21	1522	0	1.1	1	9
22	1505	3	1.6	1.5	15
23	1642	3	0.8	0.9	7
24	1548	-2	1.1	1	4
25	1511	-2	0.9	1	-3
26	1440	-9	1	1.1	3
27	1441	1	1	0.9	1
28	1783	4	1	1	2
29	1506	-3	0.9	0.9	-2
30	1364	4	0.6	0.9	5

(next part)
#	Compound	Diaph act CS	S1P3 antag	ROMK primary	PPARg SRC-2 ag	PPARg SRC1 recr	Diaphorase inh
31	CNC(=O)C1=C(C)n2c(nc3ccccc32)NC1c1ccc(OC)cc1 (stereo not given)	0.9	13	-0.24	4	7	11
32	Cc1nnc(SCc2ccc3c(c2)OCO3)s1	0.9	x	-0.017	2	-8	8
33	O=C1CCC(=O)N1c1ccc(NC2CCN(Cc3ccccc3)CC2)c([N+](=O)[O-])c1	1	-2	-0.51	8	4	-1
34	Cc1noc(C)c1COC(=O)c1cc2ccccc2cc1O	0.7	x	-1	11	-1	25
35	O=C(CCC1CCCN(C(=O)Cc2ccc(F)cc2)C1)N1CCN(c2ccccn2)CC1 (stereo not given)	0.8	2	2.3	0	5	23
36	O=C(Nc1ccc(S(=O)(=O)N2CCCC2)cc1)C1CCCN1C(=O)c1cccs1 (stereo not given)	1	10	x	4	-7	4
37	O=C(CSCc1ccc(Cl)cc1)Nc1ccc(S(=O)(=O)N2CCOCC2)cc1	0.7	-3	x	-5	4	30
38	S=C(NCc1cccnc1)Nc1cccc(Cl)c1	0.9	x	x	-1	-2	8
39	COc1ccc(CC(=O)Nc2ccc3c(c2)CCC3)cc1	0.9	-6	x	6	-2	13
40	Nc1nc(NCc2ccccc2)nc(NCc2ccccc2)c1[N+](=O)[O-]	0.9	5	x	3	10	6
41	Cc1cc(NC(=O)c2ccccc2)ncc1NC(=O)c1cccs1	0.8	3	-0.053	-1	6	19
42	O=C(CSc1nnc(-c2cccs2)o1)c1cccs1	1	-20	x	9	5	-4
43	CCC(C)NS(=O)(=O)c1ccc(N)cc1 (stereo not given)	1.1	-32	-0.27	10	0	-6
44	COc1cc(OC)c(OC)cc1CNc1cc(C)ccc1OC	0.9	13	x	8	9	14
45	CC(=O)c1ccc(NC(=S)NCc2cccnc2)cc1	1.1	-8	-0.24	13	18	-14

#	SRC2 TRFRET art	PPARg SRC3 recr	PMI act	PMI act satM6P	G6PDH counter
31	1627	7	1	1	3
32	1268	0	0.9	1	16
33	1776	0	1	1.1	-4
34	1558	-4	0.7	0.8	3
35	1680	2	1	1	12
36	1606	-3	1	0.9	5
37	1465	2	0.9	0.9	8
38	1374	0	1.1	0.9	4
39	1715	2	0.9	1	-14
40	1530	3	1	1	-2
41	1577	-1	0.9	0.6	22
42	1657	1	1	1.1	-1
43	1742	1	1.1	1	1
44	1649	15	0.9	0.8	6
45	1722	1	1.1	1	8

Results in sequence from above:
Nos. 40 to 44 in PPARg SRC3 recr: 3, -1, 1, 1, 15
Nos. 40 to 44 in SRC2 TRFRET art: 1530, 1577, 1657, 1742, 1649

Molecules shown so far containing an NH in an aromatic ring, in the order listed:
#	Compound	Diaph act CS	S1P3 antag	ROMK primary	PPARg SRC-2 ag	PPARg SRC1 recr	Diaphorase inh
11	Cc1cc(=O)[nH]c(SCC(=O)NCC2CCCCC2)c1C#N	1	0	1.3	1	-4	5
24	COC(=O)CSc1[nH]c(=O)cc(C)c1C#N	0.8	x	x	0	-8	15

#	SRC2 TRFRET art	PPARg SRC3 recr	PMI act	PMI act satM6P	G6PDH counter
11	1342	-1	1.1	1	4
24	1548	-2	1.1	1	4

More results.
#	Compound	Diaph act CS	S1P3 antag	ROMK primary	PPARg SRC-2 ag	PPARg SRC1 recr	Diaphorase inh
46	Cc1cc(S(=O)(=O)NC(C)C)ccc1OCC(=O)NCc1ccccc1	0.9	11	-0.71	3	-1	14
47	O=C(O)CSc1nnc(-c2ccccc2Br)n1-c1cccc(C(F)(F)F)c1	0.9	-15	0.97	1	8	6
48	COc1ccc(C(=S)N2CCNCC2)cc1	0.9	x	0.15	3	2	13
49	CCCCCC(=O)NN=C1CCN(Cc2ccccc2)CC1	0.9	-14	0.59	-2	-3	6
50	COc1ccccc1C1CC(=O)NC(SCC(=O)Nc2ccccc2)=C1C#N (stereo not given)	1	-16	x	2	9	4
51	COc1cccc(Nc2nc(C)cc(C)c2C#N)c1	0.9	x	x	-2	-2	12
52	COc1ccc(Nc2nc(-c3ccc(OC)cc3)cs2)cc1	1	11	0.44	6	1	3

#	SRC2 TRFRET art	PPARg SRC3 recr	PMI act	PMI act satM6P	G6PDH counter
46	1546	1	0.8	0.8	14
47	1545	1	1.3	1.1	-2
48	1313	-2	0.9	0.9	2
49	1283	-1	1.1	1.1	5
50	1737	1	0.9	0.9	1
51	1746	8	1	1	3
52	1592	0	1.1	0.9	0
